VLA-4 inh = inhibition in a human VLA-4 binding assay; VLA-4 expressing cells, ligand binding flow cytometry; inhibition, % (about 7 µM as worked out from the volumes in the protocol); 330,000 tested, 0.2% active; AID 2557; in the data active = inhibition above about 50%
AGP1-GFP MLPCN = yeast TOR pathway AGP1-GFP modulation. S. cerevisiae AGP1-GFP multiplex flow cytometry, 3 h; GFP as percent of DMSO wells. GFP response vs DMSO, % at 10 µM. 320,000 tested, 0.02% active;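 active = GFP response relative to DMSO above a set limit, near screen average plus 3 SD, cut at about 150% in these data; inconclusive = fewer than 70 cells counted for the yeast strain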;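 also: median GFP channel fluorescence of the gated AGP1 strain per well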
MEX-5 binding = C. elegans MEX-5 TCR-2 RNA binding activity; Q9XUB2; MEX-5/FITC-TCR2 RNA binding, fluorescence polarization; stronger effect = lower value; activity score (negative = inhibition of binding), % at 10 µM; 300,000 tested, 0.38% active; AID 1832;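 active = inhibition past about -25% in most replicates, and total fluorescence under double the plate's negative control median, limit read from the data; inconclusive = replicates evenly split on the limit, or fluorescence at least double controls; inactive = too little inhibition in most replicates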;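 also: 0% = DMSO and -100% = 5 µM competing unlabeled TCR2 RNA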
Target sequence (Q9XUB2 whole entry, looked up): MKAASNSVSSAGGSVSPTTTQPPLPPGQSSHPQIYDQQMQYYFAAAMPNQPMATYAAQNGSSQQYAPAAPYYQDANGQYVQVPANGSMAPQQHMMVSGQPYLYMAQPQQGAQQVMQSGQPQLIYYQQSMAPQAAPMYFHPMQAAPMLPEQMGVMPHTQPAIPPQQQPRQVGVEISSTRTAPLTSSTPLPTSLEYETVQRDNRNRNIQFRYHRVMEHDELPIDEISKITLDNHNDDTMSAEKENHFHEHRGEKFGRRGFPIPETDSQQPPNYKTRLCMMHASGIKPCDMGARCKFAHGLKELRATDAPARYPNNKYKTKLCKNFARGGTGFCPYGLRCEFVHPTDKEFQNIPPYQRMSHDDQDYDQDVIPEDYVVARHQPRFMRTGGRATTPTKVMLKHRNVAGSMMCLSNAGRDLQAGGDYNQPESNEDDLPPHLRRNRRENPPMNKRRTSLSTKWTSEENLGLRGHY
CIT2-GFP yeast = modulators of TOR pathway CIT2-GFP in S. cerevisiae; 320,000 tested, 0.065% active; GFP response vs DMSO, % at 10 µM; S. cerevisiae CIT2-GFP strain, flow cytometry, 3 h; 100 means same as DMSO wells;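 active = GFP response relative to DMSO above a set limit, near the screen mean plus 3 SD, cut at about 150% in these data; inconclusive = Fewer than 70 cells measured for a yeast strain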;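 also: ratio of well median GFP fluorescence to mean of DMSO wells on the plate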
MCL1-BIM inh = inhibitors of human MCL1 binding to BIM-BH3 peptide | inhibition, % at 10.9 µM | GST-MCL1 / FITC-Bim-BH3 fluorescence polarization | 320,000 tested, 0.68% active;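 active = inhibition above the mean inhibition of all tested compounds plus 3 SD, set per campaign, cut at about 40% in these data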;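 also: 0% = DMSO wells and 100% = unlabeled Bim-BH3 peptide control; higher means more loss of mP so more displacement of Bim peptide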
Target sequence (Q07820 whole entry, looked up): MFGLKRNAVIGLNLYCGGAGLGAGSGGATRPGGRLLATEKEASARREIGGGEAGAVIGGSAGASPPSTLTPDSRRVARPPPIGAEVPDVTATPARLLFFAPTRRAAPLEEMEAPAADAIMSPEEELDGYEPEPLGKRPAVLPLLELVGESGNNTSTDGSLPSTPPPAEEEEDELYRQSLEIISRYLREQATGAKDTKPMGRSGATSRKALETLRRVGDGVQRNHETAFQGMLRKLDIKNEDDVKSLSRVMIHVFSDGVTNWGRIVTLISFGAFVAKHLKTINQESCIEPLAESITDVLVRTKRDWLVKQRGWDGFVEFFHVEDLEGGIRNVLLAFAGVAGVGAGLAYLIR
GRK2 inh = human GRK2 inhibition via aptamer displacement | P25098 | bead flow cytometry, FAM-aptamer displacement from GRK2 | inhibition of aptamer binding, % at 10 µM | 330,000 tested, 0.59% active;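 active = inhibition of aptamer binding above 40%, roughly 3 SD of noise, on plates passing a quality check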;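 also: median bead fluorescence of bound FAM aptamer so fluorescent compounds give negative values; no value below 0 was filed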
BCLXL inh = inhibitors of human Bcl-xL. GST-Bcl-xL / FITC-Bim BH3 peptide fluorescence polarization. inhibition, % at 10.9 µM. Q07817. 320,000 tested, 0.7% active. AID 2129;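 active = inhibition above the mean of all tested compounds plus 3 SD, cutoff set per campaign, cut at about 30% in these data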;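 also: 0% = DMSO wells and 100% = unlabeled Bim-BH3 peptide competitor; inhibitors lower millipolarization by displacing the labeled peptide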
Target sequence (Q07817 whole entry, looked up): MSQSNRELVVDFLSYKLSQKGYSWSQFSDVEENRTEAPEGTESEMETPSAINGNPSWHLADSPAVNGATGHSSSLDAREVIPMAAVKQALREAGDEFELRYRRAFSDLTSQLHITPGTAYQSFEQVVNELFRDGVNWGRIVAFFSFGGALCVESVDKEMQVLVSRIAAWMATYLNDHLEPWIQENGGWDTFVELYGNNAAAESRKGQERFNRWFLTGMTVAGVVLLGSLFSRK
GLD-1 RNA inh = GLD-1-TGE RNA interaction inhibition (C. elegans); Q17339; purified GLD-1 + fluorescein TGE RNA, fluorescence polarization; inhibition, % at 5.96 µM; 320,000 tested, 0.44% active; AID 2280;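 active = percent inhibition above a per-plate cutoff, the plate mean of test compounds plus 3 SD, cut at about 30% in these data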;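 also: 0% = DMSO wells with GLD-1 and probe and 100% = wells lacking GLD-1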
Fam108B inh = blocks mouse Fam108B hydrolase in RBBP9 counter-screen; inhibition, % at 9.51 µM; 300,000 tested, 0.33% active; recombinant Fam108B, FP-Rh probe fluorescence polarization;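 active = inhibition above the screen mean inhibition plus 3 SD, computed separately per campaign, cut at about 18% in these data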;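 also: inhibitors lower polarization as less probe binds the enzyme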
Numbers without * were called inactive; ? = inconclusive; nt = not tested or not shown.

SMILES	VLA-4 inh	AGP1-GFP MLPCN	MEX-5 binding	CIT2-GFP yeast	MCL1-BIM inh	GRK2 inh	BCLXL inh	GLD-1 RNA inh	Fam108B inh
Nc1sc2c(c1C(=O)NCCc1ccccc1)CCC2	-8	102	2.0	106	-5	0	0	-2	-6
O=C(CCN1Cc2ccccc2C1)c1ccc2c(c1)OCCO2	5	94	1.6	96	-5	2	-1	0	-7
Cc1ccc(C)c(N2CCN(C(=O)c3cn(C)c4ccc(S(=O)(=O)N(C)C)cc4c3=O)CC2)c1	23	105	1.2	106	6	5	6	5	0
O=C(NC1CCCC1)c1ccc(Cl)c(S(=O)(=O)N2CCOCC2)c1	-2	?	-0.3	?	-4	2	-1	-15	3
Cc1cc(C)nc(/N=C2\NC(=O)CC(C(=O)O)N2c2ccc(C)c(C)c2)n1 (centres undefined)	14	100	2.0	98	-4	0	6	2	-1
CCN1CC(=O)Nc2cc(S(=O)(=O)N3CCOCC3)ccc21	10	100	1.6	108	0	2	3	2	-1
N#Cc1c(N)nc(SCC(=O)NCc2ccc3c(c2)OCO3)c(C#N)c1-c1cccs1	-5	103	-1.9	102	4	1	5	-5	0
O=C(Nc1ccccc1N1CCN(c2ccccc2)CC1)c1ccccc1	1	100	1.4	101	-4	0	-2	-6	-5
CCCCNCc1ccc(OCc2ccc(Cl)nc2)c(OC)c1	21	108	0.1	100	-4	0	4	0	1
Cc1ccc(S(=O)(=O)N(CC(=O)Nc2cccnc2)c2ccccc2C)cc1	1	14	-4.9	93	15	2	13	11	-2
CCOC(=O)CCCn1ncn2c(cc3occc32)c1=O	1	95	3.3	95	4	0	4	1	2
COCCNC(=S)Nc1ccc2nc(N3CCCC3)cc(C)c2c1	-4	93	1.1	97	3	6	-3	-3	-1
COc1ccccc1N1CCN(/N=C/C=C\c2ccccc2[N+](=O)[O-])CC1	-6	95	1.4	82	-3	2	3	-1	2
COc1ccc(-c2cc(C(F)(F)F)nc(NCc3cccnc3)n2)cc1	3	99	2.0	114	-2	0	-1	5	2
CC(N=C1NC(C)(C)Cc2ccccc21)C(=O)O (centres undefined)	-3	99	-1.7	104	4	2	4	-3	1
Cc1nc(Nc2ccc(Br)cc2Br)c([N+](=O)[O-])c(=O)[nH]1	-17	93	0.7	92	12	2	11	-4	-6
CCOC(=O)CC[C@H](NC(=O)Cn1cnc2c(SC)nc(N)nc21)C(=O)OCC	15	98	nt	103	nt	19	nt	-1	nt
COc1ccc2c(C(=O)CCl)c[nH]c2c1	-38	102	0.3	83	-9	0	0	-19	2
Cc1[nH]nc2c1C(C(C)C)C(C#N)=C(N)O2 (centres undefined)	-10	97	0.0	98	9	2	0	-1	-2
COc1ccc(-c2[nH]ncc2CN2CCN(Cc3cccs3)CC2)c(F)c1	4	84	1.1	93	0	2	1	4	2
CC(C)(C)NC(=O)c1cccnc1Sc1ccccc1	4	101	0.1	102	3	0	6	-1	1
CCOc1ccc(CNS(=O)(=O)c2c(C)nc3scc(C)n3c2=O)cc1OC	-7	97	1.6	97	5	2	1	-2	-1
COc1cc2ccccc2cc1C(=O)Nc1ccccc1N1CCCC1	6	90	1.6	95	6	0	-2	3	0
CC1=C(C(=O)N(C)C)C(c2cccs2)NC(=O)N1 (centres undefined)	4	88	0.0	87	-2	0	3	3	2
CCNS(=O)(=O)c1ccc(C)c(-n2cnnn2)c1C	5	95	-3.4	89	1	0	2	3	-2
SMILES	VLA-4 inh	AGP1-GFP MLPCN	MEX-5 binding	CIT2-GFP yeast	MCL1-BIM inh	GRK2 inh	BCLXL inh	GLD-1 RNA inh	Fam108B inh
COc1ccc(C2(O)CC3CCC(C2)N3c2nc(C)cc(C)c2C#N)cc1 (centres undefined)	0	98	0.4	86	-4	0	0	5	4
CC(=O)Nc1ccc(/C=C2/Sc3ccccc3C2=O)cc1	-15	97	-3.7	92	-1	0	-3	-17	3
Cc1ccc(NC(=O)c2cc(S(=O)(=O)N3CCOCC3)cs2)cc1	4	103	-1.7	96	-4	9	-1	4	0
CS(=O)(=O)c1ccc(Cl)c(C(=O)NC2CCSc3ccccc32)c1 (centres undefined)	-13	86	0.7	97	-11	0	1	-5	-1
CCCn1c(SCC(=O)c2ccc3c(c2)NC(=O)CO3)nc2ccccc21	3	101	0.0	107	-8	0	-4	-1	-8
COCCn1c(C)cc(C(=O)CSc2nnnn2C2CCCC2)c1C	13	105	nt	100	-2	4	1	1	nt
O=C(Nc1ccccc1)N1N=C(c2ccc(F)cc2)CC1c1ccc(F)cc1 (centres undefined)	-1	95	3.2	101	6	4	6	5	-3
O=C(COc1ccccc1Cl)NNC(=O)c1ccc2nc[nH]c2c1	6	108	0.7	90	-4	8	4	5	0
COc1ccc(OC(=O)c2cccc(S(=O)(=O)N3CC(C)OC(C)C3)c2)cc1 (centres undefined)	-4	105	nt	98	-8	1	-1	9	nt
CC(=O)c1ccc(S(=O)(=O)NC2CC2)cc1	22	102	-2.1	101	-3	2	4	-4	-1
CCN(CC)S(=O)(=O)c1ccc2c(c1)nc(CCC(=O)O)n2CC	9	100	0.3	98	1	0	-2	0	-4
Cc1ccc(C)c(NC(=O)c2cc(-c3cccnc3)nc3ccccc23)c1	24	95	1.4	95	-5	3	-2	0	-1
Cc1ccc(CNC(=O)C(=O)NCC2OCCCN2S(=O)(=O)c2cccs2)cc1 (centres undefined)	-21	104	-1.4	122	5	0	2	-3	-2
C[C@]12CCC(=O)C=C1CC[C@@H]1[C@@H]2CC[C@@]2(C)[C@H]1CC[C@@]21CCC(=O)O1	-1	97	1.8	104	5	1	1	1	-1
Cc1ccc(CN2CCSc3ccc(C(=O)NCc4ccccn4)cc32)cc1	0	92	1.2	94	10	2	8	7	6
CC(=O)Oc1cc2oc(=O)cc(C)c2cc1OC(C)=O	1	75	-3.7	97	4	0	4	2	-2
Cc1ccccc1C(OCC(O)CN1CCCCC1CCO)c1ccccc1 (centres undefined)	9	102	1.8	108	-3	0	1	10	5
COc1ccc(C(=O)O/N=C(\N)Cc2ccc(Cl)c(Cl)c2)cc1OC	28	80	0.3	102	3	0	1	0	-6
Cc1cc(C)cc(CSCC(=O)NN=C2CCCCCC2)c1	29	83	0.4	99	-3	1	0	0	2
COc1ccc(OC)c(C2C(C#N)=C(N)N(N(C)C)C3=C2C(=O)CCC3)c1 (centres undefined)	3	92	1.0	95	10	7	8	1	11
c1cncc(-c2noc(-c3ccc4ccccc4c3)n2)c1	15	86	0.0	103	2	2	1	-6	-2
Cn1cnnc1SCC(=O)N(Cc1ccc2c(c1)OCO2)C1(C(=O)NC2CCCCC2)CCCC1	-1	109	1.9	104	-7	0	0	1	-1
CCN(CC)S(=O)(=O)c1ccc(N2CCOCC2)c(NC(=O)c2cc(C)cc(C)c2)c1	-1	91	2.3	74	-3	0	2	3	3
O=[N+]([O-])c1cc(/C=N/O)ccc1Sc1ccccc1	20	81	3.5	87	-5	0	-1	4	3
Cc1cc2oc(=O)cc(C)c2cc1NC(=O)CCl	-1	103	-1.7	100	-14	nt	1	1	1
SMILES	VLA-4 inh	AGP1-GFP MLPCN	MEX-5 binding	CIT2-GFP yeast	MCL1-BIM inh	GRK2 inh	BCLXL inh	GLD-1 RNA inh	Fam108B inh
CC(C)C[C@@H](COc1ccccc1)N1CCN(CC(C)C)CCC1=O	4	96	3.2	94	4	4	4	0	2
CCOCCCNC(=O)C1CC(=O)N(C2CCCC2)C1 (centres undefined)	4	105	0.8	111	0	2	3	4	0
CC(=O)Nc1nnc(-c2ccccn2)o1	0	102	4.8	101	4	3	3	2	0
COc1ccc(-n2c(CSc3nc(C)cc(C)n3)nnc2SCC(=O)Nc2nccs2)cc1	27	94	1.4	92	-1	0	0	1	0
CN(c1ccccc1C(=O)Nc1cccc([N+](=O)[O-])c1)S(=O)(=O)c1ccccc1	-18	107	-2.7	105	nt	1	nt	nt	nt
COCCNC(=S)N1CCc2cc(OC)c(OC)cc2C1COc1cc(C)cc(C)c1 (centres undefined)	7	94	1.2	97	18	0	8	6	-3
CCN1CCCC1CNC(=O)C(=O)Nc1ccc(OC)cc1 (centres undefined)	0	105	1.0	98	6	0	6	-3	-3
CCC1Oc2ccccc2N(CC(=O)NCCN2C(C)CCCC2C)C1=O (centres undefined)	11	108	-0.6	103	23	4	16	5	1
Cc1cc(C)c(C(=O)/C=C/c2cccc3ccccc23)c(=O)[nH]1	6	97	-4.5	101	1	5	2	-3	-3
COc1ccc(-c2nc(CS(=O)CC(=O)NC(C)CCc3ccccc3)c(C)o2)cc1OC (centres undefined)	0	94	2.8	85	-2	0	1	3	-6
Cc1ccccc1C(=O)Nc1ccccc1C(=O)N1CCC(C)CC1	9	110	1.5	104	0	0	0	3	2
Cc1cc(=O)oc2cc(OS(C)(=O)=O)ccc12	41	96	-0.1	99	-8	0	-7	8	-3
CN1C(=O)c2ccccc2C(O)c2ccccc21 (centres undefined)	4	90	-1.6	87	-1	0	3	4	-1
CCCCCSc1nc2c(cnn2-c2ccc(F)cc2)c(=O)[nH]1	-1	100	0.4	109	0	20	1	-6	4
COc1cc(/C=N/NC(=O)c2ccc(N(C)S(=O)(=O)c3ccccc3)cc2)cc(OC)c1OC	4	106	1.0	98	7	1	3	6	8
O=C(Nc1ncc2c(n1)CC(c1ccco1)CC2=O)c1ccccc1 (centres undefined)	-6	101	0.9	93	3	0	8	-2	1
CCC(C)c1ccc(NC(=O)CSc2nncn2N)cc1 (centres undefined)	6	109	2.1	123	-4	2	2	-4	1
Cc1cccc(C(=O)c2cccc(C)c2)c1	-9	101	0.3	97	3	2	5	1	0
CCOC(=O)c1c(NC(=O)C(C)Sc2nnc(C)c(=O)[nH]2)sc2c1CCCC2 (centres undefined)	3	91	-1.6	103	4	3	9	4	-5
Cc1ccc(-n2nnc3c(=O)n(CC(=O)c4ccccc4)cnc32)cc1	-24	97	1.3	100	0	1	2	0	-4
O=C(Nc1ccccn1)c1ccc(Br)c(S(=O)(=O)N2CCCC2)c1	0	95	-0.9	105	12	0	0	3	1
Cc1ccccc1OCc1nnc(SC(C)C(=O)O)n1Cc1ccccc1 (centres undefined)	0	95	1.9	94	1	2	-5	-1	2
O=C1CC(NCc2ccncc2)C(=O)N1c1ccc(Cl)cc1 (centres undefined)	5	108	0.4	104	5	1	3	2	0
CCCOc1ccccc1C(=O)N1CCNC(=O)C1CC(=O)OC(C)C (centres undefined)	3	98	-3.3	100	-4	0	1	4	1
CCC(=O)N1CCN(CCN=CC2=C(O)CC(c3cccs3)CC2=O)CC1 (centres undefined)	42	100	-2.8	94	2	3	5	1	3
CC(C)Sc1cc(N2CCOCC2)nc(-c2ccccc2)n1	11	88	-0.1	95	2	0	2	10	-3
Cc1ccc(-c2cc(C(=O)O)n[nH]2)o1	-11	108	-1.8	102	2	0	8	3	-2

Copied from the entries so far, four compounds:
SMILES	VLA-4 inh	AGP1-GFP MLPCN	MEX-5 binding	CIT2-GFP yeast	MCL1-BIM inh	GRK2 inh	BCLXL inh	GLD-1 RNA inh	Fam108B inh
Cc1ccc(-n2nnc3c(=O)n(CC(=O)c4ccccc4)cnc32)cc1	-24	97	1.3	100	0	1	2	0	-4
O=C(Nc1ccccn1)c1ccc(Br)c(S(=O)(=O)N2CCCC2)c1	0	95	-0.9	105	12	0	0	3	1
Cc1ccccc1OCc1nnc(SC(C)C(=O)O)n1Cc1ccccc1 (centres undefined)	0	95	1.9	94	1	2	-5	-1	2
O=C1CC(NCc2ccncc2)C(=O)N1c1ccc(Cl)cc1 (centres undefined)	5	108	0.4	104	5	1	3	2	0

Screens as filed in PubChem.
